Source: PubChem
Growth percent in the NCI-60 one-dose screen (48 h, 10 µM unless noted): 100 = growth as untreated, 0 = no growth, -100 = all killed.
BT-549 – BT-549 breast cancer. 78,000 compounds, 4.4% hits. AID 1794793
K-562 – K-562 leukemia | 78,000 compounds, 7.4% hits | AID 1794777
MCF7 – MCF7 breast cancer; 82,000 compounds, 6.3% hits
SR – SR leukemia cells. 73,000 compounds, 8.7% hits. AID 1794780
MDA-MB-468 – MDA-MB-468 breast cancer. 78,000 compounds, 8.5% hits. AID 2202374
HS 578T – HS 578T breast cancer | 78,000 compounds, 4.1% hits
MDA-MB-231 – MDA-MB-231 breast cancer | 81,000 compounds, 5% hits | AID 1794789
T-47D – T-47D breast cancer; 79,000 compounds, 5% hits; AID 1794792
The depositor's hits bear a star; . = not tested or not shown; [ ] = remark or other dose. How the source made its calls: active means growth percent below 10; inactive means the rest.

Sample of the layout (10 entries):
SMILES | BT-549 | K-562 | MCF7 | SR | MDA-MB-468 | HS 578T | MDA-MB-231 | T-47D
C[C@@H](Nc1c(C#N)cnc2ccc(-c3cnc(N)nc3)cc12)c1ccccc1 | -14.1* | 16.2 | 10.9 | 7.9* | -8.5* | -13.6* | 17.9 | 3.1*
CCCCOS(=O)(=O)c1ccc(C)cc1 | 103.1 | 109.4 | 101.6 | 106.7 | 93.6 | 94.0 | 107.6 | 104.8
CC(C)C1C2=C(NCCN1C(=O)C1CCCC1)C(C)(C)N(Cc1ccccc1)C2=O (configuration not stated) | 108.6 | 111.2 | 97.6 | 102.9 | 91.5 | 114.2 | 91.7 | 89.5
CCOC(=O)C(c1ccccc1)N(C)C (configuration not stated) | 112.5 | . | 100.0 | . | 105.1 | 129.2 | 101.0 | 142.8
COc1ccc(/C=C/C(c2cc(OC)c(OC)c(OC)c2)n2cncn2)cc1 (configuration not stated) | 45.5 | 17.7 | 22.5 | 18.9 | 40.9 | 51.2 | 50.1 | 30.8
COc1ncc(-n2c(C(=O)N3CC(F)C3)cc3cccnc32)cc1Cl | 95.8 | 102.7 | 94.3 | 94.1 | 92.4 | 102.1 | 103.4 | 92.1
CC(C)=CC/C=C(/C)[C@H]1CC[C@]2(C)[C@@H]1CC[C@@H]1[C@@]3(C)C/C(=C/c4ccccc4)C(=O)C(C)(C)[C@@H]3CC[C@]12C | 95.3 | 97.1 | 94.5 | 98.1 | 99.2 | 93.1 | 85.7 | 83.3
Cc1nc2ccccc2nc1-c1ccc([N+](=O)[O-])cc1 | 102.0 | 106.6 | 95.5 | 117.0 | 97.2 | 108.2 | 98.8 | 100.5
O=C1C(=O)N(Cc2ccc(-c3ccccc3)cc2)c2ccc(OC(F)(F)F)cc21 | 0.7* | 16.1 | 11.6 | 2.0* | 25.0 | 11.2 | 44.9 | 49.7
CC(=O)Nc1ccc(/C=C/C=C\c2cccc([N+](=O)[O-])c2)cc1 | 76.5 | 70.7 | 89.6 | 76.7 | 73.3 | 119.6 | 85.6 | 70.4

Main list, repeating the preview:
SMILES | BT-549 | K-562 | MCF7 | SR | MDA-MB-468 | HS 578T | MDA-MB-231 | T-47D
C[C@@H](Nc1c(C#N)cnc2ccc(-c3cnc(N)nc3)cc12)c1ccccc1 | -14.1* | 16.2 | 10.9 | 7.9* | -8.5* | -13.6* | 17.9 | 3.1*
CCCCOS(=O)(=O)c1ccc(C)cc1 | 103.1 | 109.4 | 101.6 | 106.7 | 93.6 | 94.0 | 107.6 | 104.8
CC(C)C1C2=C(NCCN1C(=O)C1CCCC1)C(C)(C)N(Cc1ccccc1)C2=O (configuration not stated) | 108.6 | 111.2 | 97.6 | 102.9 | 91.5 | 114.2 | 91.7 | 89.5
CCOC(=O)C(c1ccccc1)N(C)C (configuration not stated) | 112.5 | . | 100.0 | . | 105.1 | 129.2 | 101.0 | 142.8
COc1ccc(/C=C/C(c2cc(OC)c(OC)c(OC)c2)n2cncn2)cc1 (configuration not stated) | 45.5 | 17.7 | 22.5 | 18.9 | 40.9 | 51.2 | 50.1 | 30.8
COc1ncc(-n2c(C(=O)N3CC(F)C3)cc3cccnc32)cc1Cl | 95.8 | 102.7 | 94.3 | 94.1 | 92.4 | 102.1 | 103.4 | 92.1
CC(C)=CC/C=C(/C)[C@H]1CC[C@]2(C)[C@@H]1CC[C@@H]1[C@@]3(C)C/C(=C/c4ccccc4)C(=O)C(C)(C)[C@@H]3CC[C@]12C | 95.3 | 97.1 | 94.5 | 98.1 | 99.2 | 93.1 | 85.7 | 83.3
Cc1nc2ccccc2nc1-c1ccc([N+](=O)[O-])cc1 | 102.0 | 106.6 | 95.5 | 117.0 | 97.2 | 108.2 | 98.8 | 100.5
O=C1C(=O)N(Cc2ccc(-c3ccccc3)cc2)c2ccc(OC(F)(F)F)cc21 | 0.7* | 16.1 | 11.6 | 2.0* | 25.0 | 11.2 | 44.9 | 49.7
CC(=O)Nc1ccc(/C=C/C=C\c2cccc([N+](=O)[O-])c2)cc1 | 76.5 | 70.7 | 89.6 | 76.7 | 73.3 | 119.6 | 85.6 | 70.4
O=C(CCc1nnc(/C=C/c2ccccc2)o1)c1nc2ccccc2[nH]1 | 90.0 | 24.6 | 74.3 | 34.0 | 77.7 | 91.0 | 86.8 | 74.3
CCN1C(=O)/C(=C/c2ccc(Cl)cc2)SC1=S | 104.0 | . | 92.2 | . | 98.4 | 94.2 | 106.8 | 105.0
O=C(Nc1cccc(Nc2ccc(Cl)nn2)c1)Nc1ccc(Cl)c(Cl)c1 | 91.3 | 53.8 | 88.4 | . | 84.2 | 98.4 | 85.2 | 80.5
O=C1Nc2ccc(F)cc2/C1=C/c1cccc(OCc2ccccc2)c1 | 23.0 | 6.3* | 3.5* | . | -22.3* | 32.3 | . | 13.8
NC(CCc1ccccc1)c1ccccc1 (configuration not stated) | 103.0 | 99.3 | 95.1 | 86.2 | 92.9 | 96.7 | 99.3 | 87.7
O=C1c2ccc(O)cc2C(=O)c2c1ccc(O)c2O | . | 63.1 | 83.4 | 66.9 | 88.3 | 82.1 | 86.0 | 84.4
CC(C)C1=C[C@@]23CC[C@@H]4[C@](C)(CCC[C@]4(C)C(=O)N4CCOCC4)[C@H]2C[C@@H]1[C@H]1C(=O)OC(=O)[C@H]13 | 102.8 | 94.5 | 75.0 | 80.7 | 91.1 | 97.2 | 89.7 | 88.3
CC(Cl)C(=O)OCCCc1ccccc1 (configuration not stated) | 105.7 | 98.8 | 91.0 | 98.6 | 104.4 | 116.7 | 100.3 | 104.5
CCCCCCCCCCCCCCCC[n+]1cccc(C#N)c1 | 90.3 | 6.0* | 38.5 | -8.5* | -27.5* | 96.6 | 69.7 | 49.2
O=C1NC(=O)/C(=C/c2ccc(Cl)c(Cl)c2)S1 | 118.2 | 101.0 | 94.4 | 90.6 | 102.9 | 95.3 | 97.4 | 112.6
Cc1ccccc1NC(=O)/C=C/c1ccc(OCCCOc2ccc3c(C)cc(=O)oc3c2)cc1 | 106.0 | 94.4 | 96.7 | 93.7 | 95.2 | 104.2 | 102.6 | 80.8
CCOC(=O)C1=C(C)NC(C)=C(C(=O)OCC)C1C | 118.4 | 81.9 | 100.7 | 49.3 | 87.6 | 107.6 | 92.9 | 96.1
NC(=O)c1ncn([C@@H]2O[C@H](CO)[C@@H](O)[C@H]2O)c1N | 106.0 | 97.1 | 99.5 | 83.0 | 91.4 | 92.0 | 100.7 | 100.1
Cc1nn(-c2ccccc2)c(Cl)c1/C=C1\N=C(c2ccccc2)N(C(=O)c2ccccc2)NC1=O | 102.5 | . | 95.5 | 72.0 | 97.8 | 102.3 | 98.5 | 93.2
CC(Oc1ccc(Cl)cc1)c1ccccc1 (configuration not stated) | 113.8 | 101.5 | 102.3 | 99.1 | 99.9 | 104.4 | 105.1 | 95.7
CCCCOC(=O)c1ccc(Cl)cc1 | . | 101.3 | 102.9 | 100.4 | 106.3 | 104.2 | 116.0 | 94.4
COc1cc(NCC(O)CN(CC(C)C)C2CCCC2)c2ncccc2c1 (configuration not stated) | 89.5 | 73.2 | 24.1 | 80.1 | -13.4* | 73.3 | 66.8 | .
C(=N\Nc1nn[nH]n1)/c1ccccc1 | 97.6 | 92.5 | 99.9 | 93.3 | . | 94.3 | 137.0 | 98.5
CCOC(CNCc1ccccn1)OCC | 97.2 | 91.8 | 108.8 | 116.5 | 101.0 | 105.7 | 111.2 | 98.0
COc1ccc(/C=C2\C=C(c3ccc(OC)cc3)N(C(=S)NN)NC2=O)cc1 | 96.9 | 92.5 | 89.5 | 88.6 | 68.9 | 81.7 | 113.2 | 97.2
O=c1oc2ccc(O)cc2cc1-c1c[nH]c2ccccc12 | 63.6 | 80.7 | 63.2 | 70.3 | 71.8 | 67.9 | 56.5 | 62.9
CCCS(=O)(=O)Nc1ccc(C(=O)/C=C2/C(=O)Nc3ccccc32)cc1 | 111.1 | 62.8 | 19.3 | 43.0 | 75.6 | 97.8 | 91.2 | 80.6
CN(C)c1ccc(C=NCCN=Cc2ccc(N(C)C)cc2)cc1 | 115.4 | 106.2 | 113.5 | 92.0 | 107.3 | 109.9 | 96.8 | 100.8
COc1nccc2c(-c3cccc(F)c3)nc(N)nc12 | . | 95.2 | 39.2 | 110.8 | 28.6 | 103.3 | 107.0 | 93.5
Cc1nc2sc(C(=O)N3CCN(c4ccccc4)CC3)c(N)c2c(C)c1Br | 102.4 | 106.7 | 87.8 | 107.1 | 109.3 | 100.2 | 103.1 | 93.0
COc1cccc(-c2cc(-c3ccc(N)cc3)[nH]c(=O)c2C#N)c1 | 99.0 | 102.4 | 94.3 | 96.3 | 107.5 | 119.8 | 102.7 | 102.1
Cc1ccc2nc3[nH]c(=O)[nH]c(=O)c3c(N)c2c1 | 99.8 | 96.2 | 89.3 | 95.6 | 88.3 | 79.2 | 95.8 | 85.1
CCOC(=O)C[N+]1(CC(=O)OCC)CCCCC1 | 95.3 | 102.8 | 96.3 | 108.0 | 104.6 | 94.4 | 106.2 | .
C/C(=C(/C)C1CC1CCNS(=O)(=O)c1ccc(C)cc1)c1cc(C(C)(C)C)cc(C(C)(C)C)c1 (configuration not stated) | 113.7 | 66.7 | 65.2 | 88.8 | 90.2 | 102.1 | 88.3 | 58.0
Cc1cc(O)c(C(=O)c2c[nH]c(=O)c(-n3cnnn3)c2)cc1C | 87.2 | 90.3 | 91.5 | . | 82.5 | 101.4 | 93.4 | 96.7
CCCNc1nc(N(C)O)nc(N(C)O)n1 | 68.5 | 50.7 | 15.6 | 32.1 | 21.5 | 71.0 | 39.5 | 28.2
Nc1ccc(F)cc1-c1n[nH]c(=O)[nH]c1=O | 106.7 | 102.7 | 103.3 | 93.4 | 100.4 | 84.9 | 106.0 | 111.2
CCn1c(Sc2nnc(NC(=O)CCSC(=S)N3CCOCC3)s2)nc2c1c(=O)n(C)c(=O)n2C | 92.4 | 101.8 | 90.8 | 91.4 | 72.0 | 88.9 | 105.6 | 108.7
CC(C)(C)c1nc2ccccc2[nH]1 | 106.9 | 103.1 | 94.2 | 107.9 | 103.7 | 107.6 | 127.6 | 100.9
C#CCOc1ccc2ncnc(N3CCN(C(=O)C=C)CC3)c2c1 | 91.1[8.25 µM] | 102.5[8.25 µM] | 77.7[8.25 µM] | 101.9[8.25 µM] | 36.2[8.25 µM] | 94.6[8.25 µM] | 101.0[8.25 µM] | 74.6[8.25 µM]
CNC(=O)c1cc(Oc2ccc(NC(=O)c3nc(S(C)(=O)=O)n(C)c3-c3ccc(F)cc3)cc2)ccn1 | 80.6 | 61.0 | 79.0 | 60.2 | 79.1 | 76.9 | 83.0 | 61.5
Cc1nc(Sc2nc3ccc([N+](=O)[O-])cc3s2)sc1C | -10.4* | 3.1* | 1.6* | -13.2* | 6.7* | 50.0 | -15.6* | 27.0
Cc1nc2sc(C(=O)Nc3cccc(Br)c3C)c(N)c2cc1C(O)c1ccccc1 (configuration not stated) | 28.2 | 6.3* | 10.9 | 7.5* | 17.9 | 12.3 | 3.2* | 25.3
O=C(/C=C/c1cc(Br)cs1)CC(=O)/C=C/c1cc(Br)cs1 | . | 100.2 | 93.1 | 65.5 | 104.7 | 110.6 | 108.7 | 93.5
COc1ccccc1NC(=S)/N=C/c1c(O)[nH]c(=O)[nH]c1=O | 99.5 | 101.4 | 91.6 | 110.0 | 112.1 | 100.7 | 105.0 | 90.1
Continuation:
SMILES | BT-549 | K-562 | MCF7 | SR | MDA-MB-468 | HS 578T | MDA-MB-231 | T-47D
Nc1cc([N+](=O)[O-])ccc1S(=O)(=O)O | 85.1 | 98.3 | 98.7 | 96.2 | 109.1 | 92.2 | 116.5 | 91.8
COc1ccc2c(c1)CC/C(=C\c1ccc(OCC(=O)Nc3nccs3)cc1)C2=O | 102.4 | 100.6 | 81.5 | 80.7 | . | 109.6 | 100.3 | 100.9
C=C(C[n+]1ccccc1)[C@@H]1CC[C@]2(C(=O)O)CC[C@]3(C)[C@H](CC[C@@H]4[C@@]5(C)CCC(=O)C(C)(C)[C@@H]5CC[C@]43C)[C@@H]12 | 92.7 | 66.9 | 94.0 | 88.5 | 91.2 | 95.9 | 98.3 | 91.4
O=C(NCCc1ccc(O)c(O)c1)c1cc(Cl)ccc1Nc1ccnc(C(F)(F)F)c1 | 85.4 | 86.0 | 90.2 | . | 84.5 | 96.7 | 89.4 | 78.1
COc1ccc(C2=Nc3cccc4c3N(CCC4)C2c2ccc(OC)cc2)cc1 (configuration not stated) | 82.8 | 83.1 | 35.0 | 71.9 | 55.8 | 88.4 | 61.9 | 46.5
CCCCN=C(N)c1ccc(OCCSCCOc2ccc(C(N)=NCCCC)cc2)cc1 | -3.8* | 40.9 | 29.1 | 44.7 | 38.9 | 47.4 | 58.7 | 26.3
CCOC(=O)/C(C#N)=C/NCC1CC1 | 105.5 | 83.5 | 107.3 | 92.1 | 109.9 | 113.5 | 118.7 | 107.1
CSc1ccc2c(c1)N(C(=O)/C(C#N)=C/c1ccc(C#N)cc1)c1ccccc1S2 | 98.8 | 93.6 | 99.5 | 114.9 | 84.4 | 99.2 | 96.4 | 92.3
Cc1ccc([C@H]2C(C(=O)c3ccc(Cl)cc3)C3(N[C@@H]2c2ccccc2)C(=O)Nc2ccc(Cl)cc23)cc1 (some centres not stated) | 80.9 | 22.2 | 16.7 | -3.1* | 47.9 | 74.4 | 50.7 | 31.6
CC1=C(C(=O)OC(C)(C)C)C(c2ccc3c(c2)OCO3)NC(=S)N1 (configuration not stated) | 92.0 | 93.5 | 103.1 | 84.2 | 99.7 | 87.6 | 93.2 | 86.8
CCN(CC)CCOC(=O)Nc1cccc(Cl)c1 | 94.1 | 103.9 | 96.8 | 104.4 | 117.2 | 107.4 | 113.2 | 108.8
COc1ccc(-c2nnc3c4c(ncn23)N(C)c2ccccc2C(C)C4)cc1 (configuration not stated) | 113.2 | 94.6 | 96.0 | . | 99.2 | 105.9 | 104.3 | 85.8
Cc1cc(=O)oc2cc(OCc3nn4c(Nc5nc6ccccc6s5)c(-c5ccccc5)nc4s3)ccc12 | 92.6 | -59.3* | 84.1 | 94.7 | 89.9 | 78.1 | 83.1 | 88.1
